CXXC DNA block = qHTS Fluorescence Polarization Assay for Inhibitors of MLL CXXC domain - DNA interaction. MLL-CXXC / FITC-HOXA9 DNA fluorescence polarization. AID 2662, 2010. Potency, µM (doses to about 115 µM), for inactives: at the highest dose activity change, negative = inhibition, actives largely listed as inhibitors. 0.037% of 290,000 active. Histone-lysine N-methyltransferase 2A (Homo sapiens), Q03164; active = well fitted inhibition curve with a large enough effect in the polarisation, with a control signal flat, not every such curve was filed as active; inconclusive = small, poorly fitted or top-dose-only effect, or effect the other way, or a change in a side signal; inactive = no such curve, though single readings can be large or run the other way; the % refers to the polarisation; note: potency is the fitted concentration of half-maximal effect
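Steps: dispense CXXC domain solution (7 uM) → pin compounds or unlabeled HOX-A9 DNA control → 5 min ambient → add FLSN-HOX-A9 solution (50 nM) → spin → 30 min ambient → fluorescence polarization. Tris pH 7.5/NaCl/DTT/BSA buffer.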
USP2a block = qHTS Assay for Inhibitors of Ubiquitin-specific Protease USP2a Using CHOP2 as the Reporter. Ubiquitin carboxyl-terminal hydrolase 2 (Homo sapiens), O75604. USP2 core, Ub-CHOP2 coupled fluorogenic reporter, 485/531. Potency, µM (doses to about 38.3 µM), inactives show top-dose activity change, negative = inhibition, usual class: inhibitors. 0.01% of 330,000 active. AID 463254, 2010;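 note: potency is the fitted concentration of half-maximal effect; plate controls were DMSO wells for no effect and full inhibition by NEM control for full effect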
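Cell-free coupled assay: 10nM USP2 core preincubated 30min RT with compound in Tris-HCl pH 8.0/CaCl2/CHAPS buffer, then 25nM Ub-CHOP2 and 25nM reporter substrate; fluorescence (Ex 485/Em 531) read after 60min RT, normalized to NEM inhibition, concentration-response curves fitted.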
B2AR arrestin = qHTS assay of beta-arrestin-biased ligands of beta2-adrenergic receptor; Beta-2 adrenergic receptor (Homo sapiens), P07550; AID 492947, 2010; 0.02% of 330,000 active; beta-arrestin recruitment to beta2AR, cell-based reporter; Potency, µM (doses to about 46.1 µM), without a hit: at the highest dose activation, most hits filed as activators;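 note: potency is the fitted concentration of half-maximal effect; 0% = DMSO controls and full agonism = EC100 isoproterenol or metaproterenol; nearly all actives have a fitted effect of over 65% in size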
GALK inhibitor = qHTS Assay for Inhibitors of Human Galactokinase (GALK) | P51570 | Potency, µM (series often up to 57.5 µM), for the others: at the highest dose activity change, negative = inhibition, usual class: inhibitors | Purified GALK, Kinase-Glo residual ATP luminescence | 0.007% of 270,000 active; note: potency is the fitted concentration of half-maximal effect; % is set by controls: 0 for no effect and ±100 for the full control effect
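The enzyme phosphorylates galactose (100 uM) using ATP (35 uM); inhibition is detected as higher residual ATP, quantified by bioluminescence after 1 h reaction at room temperature, pH 8.0.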
PKM2 activator = qHTS Assay for Activators of Human Muscle isoform 2 Pyruvate Kinase; Pyruvate kinase PKM (Homo sapiens), P14618; purified PKM2, Kinase-Glo ATP luminescence, activation; response scale: 0% is enzyme alone, no compound; Potency, µM (series often up to 57.5 µM), for inactives: top-dose activation, actives largely listed as activators; 0.34% of 260,000 active; note: potency is the fitted concentration of half-maximal effect; % is set by controls: 0 for no effect and ±100 for the full control effect; nearly all actives have a fitted effect of over 55% in size
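Purified hPK-M2 (>95%) run at intermediate activity with 0.1 mM ADP and 0.5 mM PEP in 50 mM imidazole pH 7.2, KCl, MgCl2; 1 h room temperature. ATP formed read by Kinase-Glo luminescence; normalized to uninhibited and no-enzyme controls.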
KCNH2 3.1 inh = qHTS for Inhibitors of KCHN2 3.1: Mutant qHTS. 0.95% of 340,000 active. Potassium voltage-gated channel subfamily H member 2, brain isoform KCNH2 3.1 (human). U2OS KCNH2 3.1, thallium flux FluxOr; active compounds read low. activity change, % (tested at about 1.8 µM);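 active = maximum activity change below -70%; inconclusive = maximum activity change from -70% to -50%; inactive = maximum activity change above -50%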;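 note: thallium influx rate constant from kinetic fluorescence after stimulation buffer; % is set by controls: 0 for no effect and ±100 for the full control effect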
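Thallium flux read-out: FluxOr dye with Red40 quencher in HBSS/HEPES, 45 min at RT. Rate constants from kinetic reads were normalized to positive and negative DMSO controls. Cells: U2OS virally expressing the 3.1 isoform.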
TRPV1 ag = HTS Assay for Compounds that Act as Agonists of the Vanilloid Receptor 1. Transient receptor potential cation channel subfamily V member 1 (Homo sapiens), Q8NER1. TRPV1-expressing cells, Fluo-8 calcium influx, agonist mode. activation, % at 8.33 µM. 0.19% of 320,000 active; in the data active = activation above about 80%; inconclusive = between about 30% and that limit; note: 0% is about no effect
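TRPV1-expressing cells were cultured overnight at 35.5C and loaded with Fluo-8 calcium dye for 40 to 90 min at room temperature. After a 10 s baseline, compound was added and calcium influx was read kinetically for 3 min (ex 480/em 520 nm).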
hERG WT inh = qHTS for Inhibitors of KCHN2 3.1: Wildtype qHTS | U2OS, BacMam KCNH2, thallium flux FluxOr; active compounds read low | activity change, % at 1.84 µM | 0.37% of 340,000 active | Voltage-gated inwardly rectifying potassium channel KCNH2 (Homo sapiens), Q12809;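 active = maximum activity change below -70%; inconclusive = maximum activity change between -70% and -50%; inactive = maximum activity change above -50%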; note: % is set by controls: 0 for no effect and ±100 for the full control effect
Target sequence (Q12809 whole entry, looked up): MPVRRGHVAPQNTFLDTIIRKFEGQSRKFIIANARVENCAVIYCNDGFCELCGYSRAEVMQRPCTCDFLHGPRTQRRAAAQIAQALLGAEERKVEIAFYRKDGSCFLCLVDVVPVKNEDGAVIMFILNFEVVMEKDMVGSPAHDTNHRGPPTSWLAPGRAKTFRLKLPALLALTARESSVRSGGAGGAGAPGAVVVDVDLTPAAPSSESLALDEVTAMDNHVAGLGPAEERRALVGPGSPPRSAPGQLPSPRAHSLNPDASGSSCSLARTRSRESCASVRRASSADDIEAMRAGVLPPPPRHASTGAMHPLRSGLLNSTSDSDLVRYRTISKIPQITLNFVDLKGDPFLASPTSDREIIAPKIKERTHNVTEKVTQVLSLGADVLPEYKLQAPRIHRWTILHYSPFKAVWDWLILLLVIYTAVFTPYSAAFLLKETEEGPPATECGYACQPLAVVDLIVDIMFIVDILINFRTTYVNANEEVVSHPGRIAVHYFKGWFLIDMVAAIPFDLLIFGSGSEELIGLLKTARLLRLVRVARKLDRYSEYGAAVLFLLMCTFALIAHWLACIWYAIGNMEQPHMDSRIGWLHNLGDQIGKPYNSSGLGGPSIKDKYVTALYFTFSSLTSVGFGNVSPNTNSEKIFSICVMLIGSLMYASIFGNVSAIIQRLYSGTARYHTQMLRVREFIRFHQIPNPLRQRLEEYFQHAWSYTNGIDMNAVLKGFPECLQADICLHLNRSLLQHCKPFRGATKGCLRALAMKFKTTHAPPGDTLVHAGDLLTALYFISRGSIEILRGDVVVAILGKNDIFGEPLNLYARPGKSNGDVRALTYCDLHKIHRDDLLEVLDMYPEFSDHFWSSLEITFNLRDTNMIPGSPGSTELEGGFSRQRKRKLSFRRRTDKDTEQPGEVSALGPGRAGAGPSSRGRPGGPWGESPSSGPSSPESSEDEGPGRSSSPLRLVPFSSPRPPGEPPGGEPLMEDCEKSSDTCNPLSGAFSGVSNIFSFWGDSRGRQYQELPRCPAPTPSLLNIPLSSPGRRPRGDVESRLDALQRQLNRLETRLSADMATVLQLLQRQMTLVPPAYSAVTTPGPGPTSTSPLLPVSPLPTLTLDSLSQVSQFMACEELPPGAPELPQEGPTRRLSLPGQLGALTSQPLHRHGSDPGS
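U2OS cells were transduced with wild-type KCNH2 virus (2.03 x 10^8 / mL) for 4 h at room temperature, then cultured overnight at 37 C. Thallium flux was read with FluxOr dye. Rate constants were normalized to DMSO controls.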
Menin-MLL TR inh = qHTS Assay for Inhibitors Targeting the Menin-MLL Interaction in MLL Related Leukemias: Competition With Texas Red Labeled MLL-derived Mutant Peptide | Menin + Texas Red MLL mutant peptide, fluorescence polarization | 0.23% of 270,000 active | Potency, µM (doses to about 61.6 µM), for the others: at the highest dose FP activity change, negative = inhibition, actives largely listed as inhibitors; active = well fitted inhibition curve with a large enough effect in the polarisation, with a control signal flat, not every such curve was filed as active; inconclusive = small, poorly fitted or top-dose-only effect, or effect the other way, or a change in a side signal; inactive = no such curve, though single readings can be large or run the other way; the % refers to the polarisation; note: potency is the fitted concentration of half-maximal effect; % of control where 0% means no effect; many of its hits are not listed in these tables
FBPA coupling cs = qHTS Assay for Inhibitors of Fructose-1,6-bisphosphate Aldolase from Giardia Lamblia: Coupling assay counterscreen. coupling enzyme system counterscreen, AmpLite Red fluorescence. activity change, negative = inhibition, % at 58.2 µM, hits read low. 0.67% of 290,000 active. AID 2472, 2010; in the data active = activity change below about -30%; note: % is set by controls: 0 for no effect and ±100 for the full control effect
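Fluorescence at 525 nm excitation and 598 nm emission measured inhibition of the coupled detection system without aldolase. Compounds (at 57.5 uM final) were preincubated 10 min at room temperature with coupling enzyme reagent before a 20 min substrate/AmpLite Red step.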
Giardia killer = Small Molecules that selectively kill Giardia lamblia: qHTS. Giardia lamblia trophozoite viability. activity change, % at 7.66 µM, hits read low. 0.15% of 340,000 active; in the data active = activity change below about -80%; inconclusive = between about -30% and that limit;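 note: parasites exposed to compound for two days anaerobically before the ATP read; % is set by controls: 0 for no effect and ±100 for the full control effect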
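ATP-content bioluminescence gauges trophozoite survival. Cells (100/well) receive compound and incubate anaerobically for 48 hrs at 37 deg C; detection reagent follows for 15-30 min at room temperature.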
Starred values were filed as active, the others as inactive; ? = inconclusive; . = not tested or not shown; [ ] = another dose, or the depositor's remark. Unless noted, calls come from the whole dose curve; as a rule, active = well fitted curve in the direction sought with a large enough effect; inconclusive = small, poorly fitted or top-dose-only effect, or another doubt; inactive = no such curve, though single readings can be large; an effect the other way counts as inactive or inconclusive.

SMILES	CXXC DNA block	USP2a block	B2AR arrestin	GALK inhibitor	PKM2 activator	KCNH2 3.1 inh	TRPV1 ag	hERG WT inh	Menin-MLL TR inh	FBPA coupling cs	Giardia killer
CC(C)OCCCNC(=O)CNC(=O)c1cccs1	-1%	4%	2.6%	1%	0%	-1	0	-11	0%	1	-11
COc1ccc(-c2nc(-c3cccnc3)no2)cc1OC	4%	0%	-0.3%	14%	6%	4	8	-9	.	4	-8
COC(=O)c1ccccc1NC(=O)CNc1cc(Cl)ccc1N1CCOCC1	-1%	-17%	-1.0%	0%	-8%	-7	0	0	6%	-13	26
CCc1nnc(NC(=O)CSc2nnc(-c3cccnc3)n2CC)s1	-5%	0%	0.0%	0%	-18%	3	-2	2	.	-1	-22
CCOC(=O)C1CCCN(C(=O)c2ccc(Cl)c(S(=O)(=O)N3CCCCC3)c2)C1 (stereo unspecified)	3%	4%	0.4%	11%	-1%	6	23	7	-8%	0	17
CC(=O)SCCC(=O)Nc1ccccc1	3%	-3%	-0.4%	0%	11%	-11	-5	-1	10%	2	-5
COC(C[C@H](O)C[C@@H](O)COCc1ccccc1)OC	-4%	-10%	-0.5%	-3%	0%	9	-1	-3	.	-1	3
COC(=O)/C(=C/c1cccnc1)NC(=O)c1ccccc1	-20%	3%	-0.1%	-1%	-7%	-5	-3	-3	-22%	-2	-1
CCc1ccc(/C=C2\SC(=S)N(CCCC(=O)Nc3nccs3)C2=O)cc1	-12%	4%	-0.1%	1%	-16%	1	-6	1	-21%	-1	-3
COC(=O)C1CCN(CC(=O)NC(=O)Nc2ccccc2F)CC1	.	-1%	-0.5%	.	.	-6	.	1	.	.	-1
O=C(NC(=S)NNC(=O)[C@H]1C[C@@H]1c1ccccc1)c1cccc(F)c1	5%	-1%	-0.5%	-2%	1%	-19	6	0	.	1	-5
O=S(=O)(Nc1nc2ccc(S(=O)(=O)N3CCCC3)cc2s1)c1ccc(F)cc1	2%	-6%	0.1%	0%	28%	3	-6	1	?	14	-9

The final 5 entries of the section above come first, to join the parts:
SMILES	CXXC DNA block	USP2a block	B2AR arrestin	GALK inhibitor	PKM2 activator	KCNH2 3.1 inh	TRPV1 ag	hERG WT inh	Menin-MLL TR inh	FBPA coupling cs	Giardia killer
COC(=O)/C(=C/c1cccnc1)NC(=O)c1ccccc1	-20%	3%	-0.1%	-1%	-7%	-5	-3	-3	-22%	-2	-1
CCc1ccc(/C=C2\SC(=S)N(CCCC(=O)Nc3nccs3)C2=O)cc1	-12%	4%	-0.1%	1%	-16%	1	-6	1	-21%	-1	-3
COC(=O)C1CCN(CC(=O)NC(=O)Nc2ccccc2F)CC1	.	-1%	-0.5%	.	.	-6	.	1	.	.	-1
O=C(NC(=S)NNC(=O)[C@H]1C[C@@H]1c1ccccc1)c1cccc(F)c1	5%	-1%	-0.5%	-2%	1%	-19	6	0	.	1	-5
O=S(=O)(Nc1nc2ccc(S(=O)(=O)N3CCCC3)cc2s1)c1ccc(F)cc1	2%	-6%	0.1%	0%	28%	3	-6	1	?	14	-9
O=C(COC(=O)CCC(=O)c1ccc(F)cc1)Nc1ccc2[nH]c(=O)[nH]c2c1	.	-2%	-0.1%	.	.	8	-2	4	.	.	0
Oc1oc(-c2ccccc2)nc1C=NCc1ccncc1	-11%	3%	-0.5%	-3%	-11%	-1	2	6	-4%	-3	-14
O=C(C1CCCN(S(=O)(=O)c2cccc3nonc23)C1)N1CCN(c2ccccc2)CC1 (stereo unspecified)	19%	-1%	0.5%	1%	-7%	6	-2	5	.	2	-12
COc1ccc2c(c1)CCc1cn3nc(C)cc3nc1-2	5%	-4%	0.5%	10%	-12%	20	14	-3	-12%	-45*	-17
COC(=O)C1=C(C(=O)OC)[C@@H]2N(C)c3ccccc3[C@@]23C[C@@H](CO)N(C(=O)NCCBr)C3=N1	16%	-3%	-0.9%	0%	6%	-37	-3	-9	.	2	0
O=C(NCc1ccc(N2CCCC2=O)cc1)Nc1ccccc1	5%	2%	-0.4%	-4%	1%	-7	6	15	9%	0	-17
O=c1[nH][nH]c2cc(=O)n(-c3ccc(Cl)cc3)nc12	-10%	2%	-0.8%	1%	6%	.	-6	-25	?	4	8
Cc1ccccc1C(=O)Nc1ccccc1NC(=O)c1ccccc1C	1%	5%	0.4%	5%	.	14	13	5	-6%	1	5
Cc1ccc(N2CCN(CCCCN3C(=O)C4CCCN4C3=O)CC2)cc1 (stereo unspecified)	8%	0%	-0.4%	2%	-2%	-6	1	34	?	1	10
COCc1cc(=O)[nH]c(=S)[nH]1	-2%	2%	-0.5%	0%	0%	-8	-2	-8	8%	0	-8
O=C1C=C(c2ccc(-c3ccccc3)cc2)C[C@@H](c2ccc(Cl)cc2)C1	.	-9%	0.2%	.	.	2	6	5	.	.	16
Cc1ccc2[nH]c(=O)c(CN(Cc3ccccc3Cl)C(=O)N3CCOCC3)cc2c1	-11%	-1%	0.0%	-3%	-3%	0	6	-15	5%	0	-10
COc1ccccc1CNC(=O)CCCn1nc(C)c2c(C)n(-c3ccccc3)nc2c1=O	0%	4%	0.3%	-5%	.	0	2	7	.	.	-5
CCn1c(-c2ccccc2)ccc(C#N)c1=O	-7%	0%	0.0%	-4%	-1%	4	12	5	15%	2	13
COc1cc(C(=O)NNC(=O)c2cccn2C)cc(OC)c1OC	.	1%	-0.1%	.	.	21	-1	-19	.	.	6
O=C(CN1CCc2ccccc2C1)Nc1ccc(F)cc1F	12%	6%	-0.2%	-2%	-9%	1	23	1	1%	-1	-21
COc1ccc(CCNCC(O)COc2cccc(Br)c2)cc1 (stereo unspecified)	32%[activator]	-7%	-0.3%	-1%	-15%	-43	12	7	-24%	-5	25
CCOC(=O)C(=Cc1ccc(F)cc1)C(=O)OCC	-2%	4%	-0.3%	-2%	4%	.	25	.	?	1	.
C=CCn1cc(C(=O)OC)c(=O)c2cc(S(=O)(=O)N(CC)CC)ccc21	-2%	-1%	5.5%	5%	-2%	0	2	-6	-6%	2	1
Cc1noc(C)c1CN1C(=O)NC2(CCc3ccccc3C2)C1=O (stereo unspecified)	-2%	-5%	0.6%	8%	0%	7	4	7	-1%	4	-1
CCC(C)[C@H]1CNCCN1CCc1cccc(F)c1 (stereo partly specified)	.	-2%	0.1%	.	.	7	1	6	.	.	7
CCN(c1ccccc1)S(=O)(=O)c1ccc(OC)c(NC(=O)c2cc(Cl)ccn2)c1	.	-1%	-2.1%	.	.	5	0	-10	.	.	-18
CCOC(=O)c1[nH]c(COC(=O)c2ccccc2NC(=O)c2ccco2)c(C(=O)OCC)c1C	10%	-10%	-0.6%	1%	-1%	1	-1	-11	-12%	0	4
Cc1ccc(C)c(OCc2cc(C(=O)NC3CCOC(C)(C)C3)no2)c1 (stereo unspecified)	?	2%	-0.9%	3%	1%	6	15	-8	-20%	1	5
Cc1nn(C(C)C(=O)Nc2ccccc2Cl)c(=O)c2nn(-c3ccccc3)c(C)c12 (stereo unspecified)	4%	1%	0.0%	4%	.	25	2	-25	.	.	8
O=C(Nc1nnc(SCc2cccnc2)s1)C1CC(=O)N(c2ccccc2)C1 (stereo unspecified)	?	0%	-0.9%	6%	0%	15	2	-1	1%	4	20
CCCCCC(=O)Nc1ccc(N2CCN(C(=O)CCC)CC2)cc1	-1%	4%	0.0%	2%	-5%	-13	1	-1	12%	4	-3

These rows are one share of the data (hit frequency here may not be typical).
